Compound activity (PubChem)
TSHR antag – Antagonists of the Thyroid Stimulating Hormone Receptor: HTS campaign; Thyrotropin receptor (Homo sapiens), P16473; TSHR-expressing cells, TSH-stimulated cAMP HTRF, 2 h; stronger effect = lower value; activity change, negative = inhibition, % at 11.5 µM; actives 0.2% (n = 330,000);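 active = activity change below a set negative limit, meaning inhibition stronger than a set level, cut at about -70% in these data; inconclusive = activity change between two set negative limits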; note: % is set by controls: 0 for no effect and ±100 for the full control effect
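Freshly harvested TSHR cells receive pin-tooled compound, then EC80 TSH at 4nM final. After 2 hours at 37 deg C, antibody in lysis buffer and cAMP-d2 are added; 30 minutes at ambient temperature precede the HTRF read.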
TCR activator – Activators of T cell receptors: qHTS campaign | primary human leukocytes, anti-CD3, IL-2 HTRF, 48 h | Potency, µM (highest dose often 9.22 µM), without a hit: at the highest dose activation of IL-2 secretion, usual class: activators | 330,000 tested, under 10 active | AID 504894, 2011; note: % of control where 0% means no effect
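IL-2 produced over 48 hr by a-CD3 bead-stimulated primary human leukocytes exposed to compounds was detected with a homogeneous time-resolved FRET immunoassay, 665nm acceptor signal after 320nm excitation.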
Eya2 phos inh – qHTS Assay for Inhibitors of the Phosphatase Activity of Eya2. Protein phosphatase EYA2 (Homo sapiens), O00167. recombinant Eya2, OMFP fluorescence dephosphorylation (OMFP is methylfluorescein phosphate). Potency, µM (highest dose often 76.9 µM), for the others: at the top dose activity, negative = inhibition, actives largely listed as inhibitors. actives 0.006% (n = 330,000). AID 488837, 2010; note: potency is the fitted concentration of half-maximal effect; % is set by controls: 0 for no effect and ±100 for the full control effect
Target sequence (O00167 whole entry, looked up): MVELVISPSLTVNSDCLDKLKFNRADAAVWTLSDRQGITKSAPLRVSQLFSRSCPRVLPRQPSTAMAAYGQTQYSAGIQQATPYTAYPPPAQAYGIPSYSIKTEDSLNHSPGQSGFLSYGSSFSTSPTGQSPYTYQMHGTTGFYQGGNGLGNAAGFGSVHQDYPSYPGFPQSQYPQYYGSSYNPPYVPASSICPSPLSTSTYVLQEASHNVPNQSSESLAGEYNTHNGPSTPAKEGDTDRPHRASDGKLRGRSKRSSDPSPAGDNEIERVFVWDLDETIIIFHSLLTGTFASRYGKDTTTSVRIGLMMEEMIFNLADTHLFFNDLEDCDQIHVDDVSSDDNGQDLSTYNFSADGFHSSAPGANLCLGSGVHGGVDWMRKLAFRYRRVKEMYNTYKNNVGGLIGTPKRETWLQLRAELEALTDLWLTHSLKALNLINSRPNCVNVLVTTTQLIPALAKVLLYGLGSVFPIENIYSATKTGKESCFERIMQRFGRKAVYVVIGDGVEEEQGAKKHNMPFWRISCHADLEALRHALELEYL
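Eya2 (0.2 uM) preincubated 10 min at ambient with compound, then OMFP substrate added at 50 uM; 10 min reaction in 50 mM HEPES pH 7.5, 50 mM NaCl, 5 uM MgCl2, 0.05% BSA, 1 mM DTT. Fluorescence read at Ex 485/Em 525 nm.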
uPA generation – qHTS for Inhibitors of Cell Surface uPA Generation; cell surface uPA generation assay, qHTS; Potency, µM (top dose mostly 38.3 µM), inactives show at the top dose activity change, negative = inhibition, usual class: inhibitors; actives 0.31% (n = 330,000); AID 540303, 2011; active = well fitted inhibition curve with a large enough effect; inconclusive = small, poorly fitted or top-dose-only effect; inactive = no such curve, though single readings can be large or run the other way; tested in mouse RAW 264.7 cells; note: potency is the fitted concentration of half-maximal effect; % is set by controls: 0 for no effect and ±100 for the full control effect; nearly all actives have a fitted effect of over 55% in size
B2AR arrestin – qHTS assay of beta-arrestin-biased ligands of beta2-adrenergic receptor. beta-arrestin recruitment to beta2AR, cell-based reporter. AID 492947, 2010. Potency, µM (top dose mostly 46.1 µM), for the others: top-dose activation, most hits filed as activators. Beta-2 adrenergic receptor (Homo sapiens), P07550. actives 0.02% (n = 330,000);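 note: potency is the fitted concentration of half-maximal effect; 0% = DMSO controls and full agonism = EC100 isoproterenol or metaproterenol; nearly all actives have a fitted effect of over 65% in size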
Target sequence (P07550 whole entry, looked up): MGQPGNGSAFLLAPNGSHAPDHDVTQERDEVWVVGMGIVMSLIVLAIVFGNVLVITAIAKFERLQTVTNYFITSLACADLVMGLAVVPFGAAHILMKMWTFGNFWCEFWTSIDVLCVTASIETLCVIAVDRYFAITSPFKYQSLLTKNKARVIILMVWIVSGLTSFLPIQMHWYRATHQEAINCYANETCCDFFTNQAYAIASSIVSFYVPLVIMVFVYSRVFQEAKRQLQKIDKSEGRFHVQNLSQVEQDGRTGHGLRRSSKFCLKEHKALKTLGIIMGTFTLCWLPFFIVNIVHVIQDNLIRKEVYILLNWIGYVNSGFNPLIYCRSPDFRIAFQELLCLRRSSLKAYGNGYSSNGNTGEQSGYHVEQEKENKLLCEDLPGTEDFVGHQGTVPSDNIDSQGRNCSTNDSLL
BCR signal inh – qHTS Assay to Find Inhibitors of Chronic Active B-Cell Receptor Signaling. ABC-DLBCL IkBa-CBG/CBR reporter, luminescence ratio, 4 h. Potency, µM (series often up to 46.1 µM), without a hit: top-dose ratio change, negative = lower green/red ratio, most hits filed as inhibitors. actives 0.05% (n = 340,000); active = well fitted inhibition curve with a large enough effect in the signal ratio, with a control signal flat, not every such curve was filed as active; inconclusive = small, poorly fitted or top-dose-only effect, or effect the other way, or a change in a side signal; the % refers to the signal ratio;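 note: potency is the fitted concentration of half-maximal effect; plate controls were basal doxycycline-induced cells for no effect and cells given 10 µM MG132 for full effect; MG132 reads +100%, hits lower the ratio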
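Doxycycline induced both beetle luciferases in TMD8 lymphoma cells; IKK-driven degradation limits the IkappaBalpha-fused green signal, while red luminescence normalises for cell number and nonspecific effects. Compounds tested up to 46 uM, 4 hrs.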
PTAP TSG101 blk – qHTS Assay for Iinhibitors of HIV-1 Budding by Blocking the Interaction of PTAP/TSG101. 340,000 tested, under 10 active. Fluorescence polarization, FITC-PTAP peptide / Tsg101 binding. AID 493005, 2010. Potency, µM (top dose mostly 115 µM), inactives show at the highest dose activity change, negative = inhibition, actives largely listed as inhibitors; active = well fitted inhibition curve with a large enough effect in the main read-out, with a control signal flat, not every such curve was filed as active; inconclusive = small, poorly fitted or top-dose-only effect, or effect the other way, or a change in a side signal; inactive = no such curve, though single readings can be large or run the other way; note: potency is the fitted concentration of half-maximal effect; % of control where 0% means no effect
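Compounds were pin-transferred onto Tsg101 binding domain (10 uM final) in HEPES pH 7.5 buffer, then FITC-PTAP peptide was added at 50 nM final. After 20 min at RT, polarization reported peptide displacement across a qHTS concentration series.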
USP2a inh – qHTS Assay for Inhibitors of Ubiquitin-specific Protease USP2a Using CHOP2 as the Reporter; Ubiquitin carboxyl-terminal hydrolase 2 (Homo sapiens), O75604; USP2 core, Ub-CHOP2 coupled fluorogenic reporter, 485/531; Potency, µM (series often up to 38.3 µM), without a hit: at the top dose activity change, negative = inhibition, most hits filed as inhibitors; actives 0.01% (n = 330,000); AID 463254, 2010;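 note: potency is the fitted concentration of half-maximal effect; plate controls were DMSO wells for no effect and full inhibition by NEM control for full effect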
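Cell-free coupled assay: 10nM USP2 core preincubated 30min RT with compound in Tris-HCl pH 8.0/CaCl2/CHAPS buffer, then 25nM Ub-CHOP2 and 25nM reporter substrate; fluorescence (Ex 485/Em 531) read after 60min RT, normalized to NEM inhibition, concentration-response curves fitted.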
Mito fusion act – qHTS Assay for Small Molecule Inhibitors of Mitochondrial Division or Activators of Mitochondrial Fusion; S. cerevisiae fusion-defective mutant growth rescue, CellTiterGlo 48 h; Potency, µM (series often up to 46.1 µM), inactives show top-dose growth rescue (activation), most hits filed as activators; actives 0.23% (n = 320,000); AID 485298, 2010;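 note: potency is the fitted concentration of half-maximal effect; % of control where 0% means no effect; nearly all actives have a fitted effect of over 45% in size; temperature-sensitive fusion mutants such as fzo1-1 at 37 °C on non-fermentable ethanol glycerol medium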
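Luminescent cell viability in 1536-well qHTS format served as the measure of rescued growth in ts fusion-mutant S. cerevisiae cultured on non-fermentable YPEG for 48 hours at 37C.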
ELG1 repair inh – qHTS screen for small molecules that inhibit ELG1-dependent DNA repair in human embryonic kidney (HEK293T) cells expressing luciferase-tagged ELG1 | HEK293T ELG1-luciferase reporter, luminescence, 16 h; DNA damage induced by 5-fluorouridine | Potency, µM (top dose mostly 46.1 µM), for inactives: at the highest dose activity change, negative = inhibition, most hits filed as inhibitors | actives 2.3% (n = 330,000) | AID 504467, 2011; note: potency is the fitted concentration of half-maximal effect; % is set by controls: 0 for no effect and ±100 for the full control effect; nearly all actives have a fitted effect of over 55% in size
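Reporter activity after DNA damage by 5-fluorouridine is monitored. Compound-treated cells incubate 16 hr at 37 °C, then ONE-Glo is added for 30 min before luminescence reading.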
Tb PFK block – qHTS Assay to Find Inhibitors of T. brucei phosphofructokinase; Potency, µM (series often up to 57.5 µM), inactives show at the highest dose activity, negative = inhibition, actives largely listed as inhibitors; actives 0.17% (n = 330,000); ATP-dependent 6-phosphofructokinase (Trypanosoma brucei brucei), O15648; AID 485367, 2010; T. brucei PFK, ADP-Glo luminescence;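 note: potency is the fitted concentration of half-maximal effect; 0% = uninhibited 1x PFK enzyme wells and -100% = no-enzyme wells; nearly all actives have a fitted effect of over 60% in size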
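Compounds were pin-transferred as a titration series up to 57 uM into substrate buffer (0.5 mM F6P, 0.1 mM ATP, pH 8.0), then 1.25 nM PFK was added and reactions ran 45 min before ADP-Glo detection.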
Numbers without * were called inactive; ? = inconclusive; nt = no result given; & = joins results of further samples; [ ] = dose if it differs, or a comment. Unless noted, calls come from the whole dose curve; as a rule, active = well fitted curve in the direction sought with a large enough effect; inconclusive = small, poorly fitted or top-dose-only effect, or another doubt; inactive = no such curve, though single readings can be large; an effect the other way counts as inactive or inconclusive.

Values run as follows: TSHR antag	TCR activator	Eya2 phos inh	uPA generation	B2AR arrestin	BCR signal inh	PTAP TSG101 blk	USP2a inh	Mito fusion act	ELG1 repair inh	Tb PFK block
O/N=C1\CCCc2ccccc21
→ 1.5	-4.4%	9.7%	0.4%	-0.6%	3.7%	0.3%	2.1%	-15.8%	?	2.6%
COc1ccc(C(=O)OCc2cc3cccc(C)c3[nH]c2=O)cc1
→ 12.0	-2.2%	40.9%	11.7%	-0.3%	3.0%	-3.5%	-6.3%	-1.1%	-18.8%	3.4%
O=C(COC(=O)CNC(=O)c1ccc(F)cc1)NC1CCCc2ccccc21 (configuration not stated)
→ nt	-4.3%	-4.2%	-12.3%	-0.2%	0.3%	0.2%	0.2%	nt	0.9%	-14.7%
COc1ccc(CCNC(=O)c2cc(S(=O)(=O)N3CCCC3)cn2C)cc1OC
→ 39.4	0.2%	16.4%	7.8%	-0.5%	-9.9%	-1.4%	3.7%	3.8%	1.9%	4.6%
COC(=O)c1c(C)oc2c1cc(NS(=O)(=O)c1cccs1)c1ccccc12
→ -3.7	0.7%	-23.8%	-1.9%	-0.1%	11.3%	0.4%	-5.0%	2.4%	-1.6%	2.3%
Cc1nn(C)c(C)c1NC(=O)CCCSc1nc(-c2ccco2)cc(C(F)(F)F)n1
→ 1.9	0.2%[46.1 µM]	1.5%	3.3%	-0.4%	-1.7%	-2.2%	2.3%	-2.3%	25.9µM*	1.1%
CCOc1nc(-c2ccccc2)ccc1-c1noc(-c2cccs2)n1
→ 28.7	5.7%	-2.9%	nt	-0.6%	-2.1%	1.8%	0.5%	-0.7%	12.4%	-6.2%
O=C(COc1ccccc1)NC(Cc1c[nH]c2ccccc12)C(=O)O (configuration not stated)
→ -9.6	-7.6%	12.5%	-0.8%	-0.4%	0.9%	-3.4%	-1.3%	-0.6%	-2.2%	-2.1%
COc1ccc(N2CCN(C(c3cccs3)C(C)NS(=O)(=O)c3ccccc3)CC2)cc1 (configuration not stated)
→ -19.2	-5.2%	15.2%	-8.5%	0.0%	0.9%	0.4%	0.7%	?	?	0.2%
O=C(c1ccco1)N1CCN(c2nc3ccccc3c(=O)n2-c2ccccc2)CC1
→ 16.6	2.9%	14.0%	-1.2%	-0.1%	21.7%	-7.9%	-4.3%	9.2%	20.6µM*	-1.9%
COc1cc(CN2CCCCCC2)c([N+](=O)[O-])cc1OC
→ -0.4	nt	8.9%	16.3%	-0.4%	4.1%	-3.2%	1.4%	-5.1%	3.5%	0.0%
COc1ccc(NC(=O)CCC(=O)Nc2nnc(C3CCCCC3)s2)cc1
→ -8.1	-0.1%	-3.9%	-0.7%	0.0%	?	-2.4%	4.2%	-0.2%	3.2%	-6.0%
C/C(=N\NC(=O)COc1ccc(C(C)(C)C)cc1)c1ccc2c(c1)OCCO2
→ 10.8	-1.8%[46.1 µM]	-10.7%	1.3%	-0.5%	4.1%	-2.6%	0.9%	14.1%	21.5%	-1.1%
COc1ccc(C2C3=C(OC(C)=O)c4ccccc4C3=Nc3c2c(=O)n(C)c(=O)n3C)cc1 (configuration not stated)
→ 6.7&-8.1	-6.7%	-16.2%&5.1%	nt	0.1%&0.0%	4.8%&-14.1%	-1.8%	-3.6%&4.7%	6.9%&1.3%	-0.4%	-10.1%&1.1%
CC[N+](CC)(CC)CCCCOc1ccc2c(c1)C(=O)c1cc(OCCCC[N+](CC)(CC)CC)ccc1-2
→ -22.7	4.3%	-2.1%	?	0.2%	0.9%	0.4%	1.0%	-1.9%	7.3%	1.3%
O=C(COC(=O)c1cccc2ccccc12)Nc1ncc(C(F)(F)F)cc1Cl
→ 1.2	-2.2%	4.9%	-1.9%	0.6%	?	-0.3%	-6.7%	-0.7%	14.2%	3.9%
O=C(COC(=O)c1ccc(NS(=O)(=O)c2cccs2)cc1O)Nc1ccc(F)cc1
→ -14.8	9.7%	10.1%	-6.1%	-0.3%	?	-0.2%	0.3%	0.7%	?	-12.2%
O=C(O)c1ccc2c(c1)ncn2C1CCCCC1
→ -0.2	5.7%	12.8%	11.5%	-0.1%	-9.7%	-10.2%	-0.1%	-2.2%	1.5%	-5.0%
CCOC(=O)C(=CNc1ccc2c(c1)CCN2C(C)=O)C(=O)OCC
→ -6.7	-3.3%	-3.2%	19.0%	0.4%	-18.2%	-3.5%	2.0%	9.3%	0.0%	0.4%
NC(=O)CC(NC(=O)Cc1cccc2ccccc12)c1ccc(N2CCN(c3ccccc3)CC2)c([N+](=O)[O-])c1 (configuration not stated)
→ 0.5	8.4%	-14.3%	40.7%[activator]	-0.3%	-0.4%	2.4%	0.7%	-0.5%	-10.3%	-2.5%
O=c1[nH]nc(SCCS(=O)(=O)c2ccc(F)cc2)n1-c1ccccc1C(F)(F)F
→ -0.2	1.4%	-14.0%	-15.2%	-0.9%	?	-6.1%	0.1%	-4.7%	1.1%	2.8%
COC(=O)c1ccc(N2C(=O)CC(NCc3ccccc3)C2=O)cc1 (configuration not stated)
→ -8.0	0.5%	12.4%	1.0%	0.1%	?	-2.5%	4.0%	4.3%	2.7%	-0.7%
COc1ccc(NC(=O)C2COc3ccccc3O2)cc1S(=O)(=O)N1CCOCC1 (configuration not stated)
→ -5.0	-7.4%	-9.7%	-0.4%	0.1%	-0.7%	1.9%	2.2%	1.0%	15.7%	-6.4%
O=C(O)CN1C(=O)NC2(CCOc3ccccc32)C1=O (configuration not stated)
→ -15.9	5.6%	-7.6%	0.1%	-0.4%	1.8%	-4.5%	1.7%	1.6%	2.9%	1.8%
CCC(=O)c1ccc(OCC(O)CN(CCc2ccccc2)Cc2ccccc2)cc1 (configuration not stated)
→ 27.0	nt	-10.2%	5.4%	-0.6%	15.8%	-5.4%	-5.9%	9.4%	?	-0.8%
COc1ccc(CN2CCC(n3nccc3NC(=O)CCc3ccccc3)CC2)c(C)c1C
→ -12.5	2.3%	-2.5%	16.3%	-0.1%	-14.1%	-3.8%	-4.6%	-1.1%	-13.3%	0.0%
COC(=O)c1cn(C(=O)c2ccc(F)cc2)c2ccccc12
→ 5.7	3.6%	-9.9%	6.5%	-0.3%	0.4%	-3.1%	4.9%	0.0%	?	0.7%
CC(=O)OCCN(CCCn1c(-c2ccncc2)nc2ccccc21)c1nc(CN2CCCCC2)cs1
→ 16.5	-0.7%	-1.0%	-5.4%	-0.9%	5.0%	-4.6%	3.8%	2.5%	2.2%	1.3%
COc1ccc(Cl)cc1NC(=O)N1CCN(c2ccccc2OC)CC1
→ 2.0	-39.3%	0.4%	-8.7%	-0.3%	-8.2%	-1.2%	-1.7%	4.5%	0.0%	4.5%
COc1ccccc1N1CCN(C(=O)C(=O)c2c(C)n(C)c3ccccc23)CC1
→ -1.6	-8.4%	-6.9%	3.2%	-0.1%	-19.8%	-9.1%	1.8%	7.2%	-0.1%	-4.3%
Cc1ccc(OCC(=O)OC(C)CN2CCCCC2)cc1 (configuration not stated)
→ -10.4	1.9%	16.3%	10.9%	-0.3%	7.4%	-1.4%	1.6%	4.6%	-2.9%	-0.4%
